Screens as filed in PubChem.
BioA inh: blocks M. tuberculosis BioA enzyme activity | purified M. tuberculosis BioA enzyme, plate reader | inhibition, % at 9.99 µM | 360,000 compounds, 0.096% hits | AID 602481; in the data active = inhibition above about 40%
Numbers without * were called inactive; & = joins results of further samples. Some of the compounds tested. The share of hits here may be higher or lower than overall.

SMILES	BioA inh
COc1ccc(NC(=O)Nc2ccc3c(c2)CC(=O)N([C@@H](C)CO)C[C@@H](C)[C@@H](CN(C)C(=O)Nc2ccc(F)cc2)O3)cc1	0.4
CNC[C@H]1Oc2ccc(NS(=O)(=O)c3ccc(F)cc3)cc2C(=O)N([C@@H](C)CO)C[C@@H]1C	3.3
O=C(C1CCC1)N1CC[C@H]2[C@H](CO)Nc3ccc(C#Cc4cccc(F)c4)cc3[C@H]21	-2.5
C[C@@H]1CCCCO[C@@H](CN(C)Cc2ccc(C(=O)O)cc2)[C@@H](C)CN([C@@H](C)CO)C(=O)c2cc(NC(=O)C3CCCCC3)ccc2O1	-1.0
CO[C@@H]1CN(C)C(=O)c2ccc(NC(=O)C3CCCC3)cc2OC[C@@H](C)N(Cc2cccnc2)C[C@H]1C	0.7
C[C@@H]1CN([C@@H](C)CO)C(=O)c2cc(NS(C)(=O)=O)ccc2O[C@@H]1CN(C)C	-1.7
C[C@@H]1CCCCO[C@@H](CN(C)C(=O)Nc2ccc3c(c2)OCO3)[C@H](C)CN([C@@H](C)CO)C(=O)c2cc(NC(=O)Cc3ccccc3)ccc2O1	-4.2
O=C(C1CCCCC1)N1CC[C@@H]2[C@@H](CO)Nc3ccc(Br)cc3[C@@H]21	8.1
COCC(=O)Nc1ccc2c(c1)[C@H]1C[C@@H](CC(=O)NCc3ccccc3OC)O[C@@H](CO)[C@H]1O2	-1.6
O=C(Nc1ccc2c(c1)[C@H]1C[C@@H](CC(=O)N3CCOCC3)O[C@@H](CO)[C@H]1O2)c1ccc2c(c1)OCO2	-0.7
O=C(Nc1cc(F)ccc1F)N[C@@H]1CC[C@@H](CC(=O)N2CCc3ccccc3C2)O[C@H]1CO	0.0
COc1ccc(NC(=O)Nc2ccc3c(c2)C(=O)N([C@H](C)CO)C[C@@H](C)[C@H](CN(C)Cc2ccccc2)OCCCC[C@@H](C)O3)cc1	-0.8
Cc1ccc(S(=O)(=O)Nc2ccc3c(c2)C(=O)N([C@@H](C)CO)C[C@@H](C)[C@@H](CN(C)C(=O)Nc2ccc(C(F)(F)F)cc2)OCCCC[C@@H](C)O3)cc1	0.4
C/C=C/c1ccc([C@H]2[C@H](CO)N(C(C)=O)[C@H]2CN(C)C(=O)c2ccccn2)cc1	1.5
CCC(=O)N1CCCCN2[C@H](C1)[C@@H](c1ccc(-c3cccc(C#N)c3)cc1)[C@@H]2CO	0.5
O=C(C[C@H]1CC[C@@H]2[C@H](COC[C@@H](O)CN2C(=O)Nc2cccc(Cl)c2)O1)NCC1CCCCC1	4.8
CO[C@H](CN(C)Cc1cc(F)ccc1F)[C@@H](C)CN(C(=O)Nc1ccc(C(F)(F)F)cc1)[C@H](C)CO	1.2
CC(C)(C)[S@](=O)N1Cc2cc(C(=O)NCC(F)(F)F)nc(-c3cccc(-c4cccc(F)c4)c3)c2[C@@H]1CCO	-1.7
O=C(C[C@@H]1C[C@H]2c3cc(NS(=O)(=O)c4ccc(F)cc4)ccc3O[C@H]2[C@H](CO)O1)NCCc1ccccc1	0.6
CCOC(=O)[C@@H]1[C@@H]2NC(=S)N(C)[C@@]1(COCc1ccc(OC)cc1)Oc1ccccc12	-0.4

Shown bar-delimited: entries from further up
structure | BioA inh
C[C@@H]1CCCCO[C@@H](CN(C)C(=O)Nc2ccc3c(c2)OCO3)[C@H](C)CN([C@@H](C)CO)C(=O)c2cc(NC(=O)Cc3ccccc3)ccc2O1 | -4.2
O=C(C1CCCCC1)N1CC[C@@H]2[C@@H](CO)Nc3ccc(Br)cc3[C@@H]21 | 8.1
COCC(=O)Nc1ccc2c(c1)[C@H]1C[C@@H](CC(=O)NCc3ccccc3OC)O[C@@H](CO)[C@H]1O2 | -1.6
O=C(Nc1ccc2c(c1)[C@H]1C[C@@H](CC(=O)N3CCOCC3)O[C@@H](CO)[C@H]1O2)c1ccc2c(c1)OCO2 | -0.7
O=C(Nc1cc(F)ccc1F)N[C@@H]1CC[C@@H](CC(=O)N2CCc3ccccc3C2)O[C@H]1CO | 0.0
COc1ccc(NC(=O)Nc2ccc3c(c2)C(=O)N([C@H](C)CO)C[C@@H](C)[C@H](CN(C)Cc2ccccc2)OCCCC[C@@H](C)O3)cc1 | -0.8
Cc1ccc(S(=O)(=O)Nc2ccc3c(c2)C(=O)N([C@@H](C)CO)C[C@@H](C)[C@@H](CN(C)C(=O)Nc2ccc(C(F)(F)F)cc2)OCCCC[C@@H](C)O3)cc1 | 0.4
C/C=C/c1ccc([C@H]2[C@H](CO)N(C(C)=O)[C@H]2CN(C)C(=O)c2ccccn2)cc1 | 1.5
CCC(=O)N1CCCCN2[C@H](C1)[C@@H](c1ccc(-c3cccc(C#N)c3)cc1)[C@@H]2CO | 0.5
O=C(C[C@H]1CC[C@@H]2[C@H](COC[C@@H](O)CN2C(=O)Nc2cccc(Cl)c2)O1)NCC1CCCCC1 | 4.8
CO[C@H](CN(C)Cc1cc(F)ccc1F)[C@@H](C)CN(C(=O)Nc1ccc(C(F)(F)F)cc1)[C@H](C)CO | 1.2

Continued:
SMILES	BioA inh
CN(C)c1ccc2c(c1)[C@H]1C[C@H](CC(=O)NCc3ccc(Cl)cc3)O[C@H](CO)[C@H]1O2	0.4
COCC(=O)N[C@H]1CC[C@@H](CC(=O)NCc2ccc(Cl)cc2)O[C@@H]1CO	1.1
C[C@@H]1CN([C@H](C)CO)C(=O)Cc2cc(NC(=O)NC3CCCCC3)ccc2O[C@H]1CN(C)S(C)(=O)=O	-2.3&-1.9
CC(C)C#Cc1ccc([C@@H]2[C@@H](C#N)N(C(=O)C3CC3)[C@H]2CO)cc1	1.1
CO[C@@H]1CN(C)C(=O)c2ccc(NC(=O)Cc3ccccc3)cc2OC[C@@H](C)N(C(C)=O)C[C@H]1C	0.7
C[C@H](CO)N1C[C@H](C)[C@H](CN(C)Cc2ccc3c(c2)OCO3)OCCCC[C@H](C)Oc2ccc(NC(=O)c3ccccc3)cc2C1=O	0.2
O=C(C[C@H]1CC[C@H]2[C@@H](COC[C@@H](O)CN2CC2CCOCC2)O1)NCC1CCCCC1	0.7
O=C(NC1CCC1)[C@@H]1[C@@H](CO)[C@@H]2Cn3c(ccc(-c4ccccc4)c3=O)[C@H]1N2	1.2
C[C@@H]1CCCCO[C@@H](CN(C)Cc2ccccc2)[C@H](C)CN([C@H](C)CO)C(=O)c2cc(NC(=O)NC3CCCCC3)ccc2O1	1.1
C[C@H]1CN([C@@H](C)CO)S(=O)(=O)c2ccc(C#CC3CCCC3)cc2O[C@@H]1CN(C)C(=O)C1CC1	-0.2
CC(C)CC#Cc1cnc2c(c1)C(=O)N([C@H](C)CO)C[C@H](C)[C@@H](CN(C)Cc1cccc(F)c1)O2	-4.5
C[C@H](CO)N1C[C@H](C)[C@H](CN(C)S(C)(=O)=O)Oc2ccc(NC(=O)NC3CCCCC3)cc2C1=O	0.9
CO[C@H]1CC[C@@H]2CCOc3ccc(C#N)cc3C(=O)N(C)C[C@H](OC)[C@H](C)C(=O)N(C)C[C@@H]1O2	-1.5
COc1ccc(-c2cnc3c(c2)C(=O)N([C@@H](C)CO)C[C@H](C)[C@@H](CN(C)C(=O)Cc2ccncc2)O3)cc1	-0.9
C[C@H](CO)N1C[C@H](C)[C@@H](CN(C)C)Oc2ccc(N(C)C)cc2CC1=O	0.2
COc1ccc(-c2cnc3c(c2)C(=O)N([C@H](C)CO)C[C@@H](C)[C@@H](CN(C)Cc2ccc(C(=O)O)cc2)O3)cc1	0.6
C[C@@H]1CN([C@H](C)CO)S(=O)(=O)c2ccc(-c3cccnc3)cc2O[C@@H]1CN(C)Cc1cccnc1	0.1
Cc1noc(C)c1S(=O)(=O)Nc1ccc2c(c1)CC(=O)N([C@@H](C)CO)C[C@@H](C)[C@@H](CN(C)C(=O)Nc1ccc(C(F)(F)F)cc1)O2	0.4
COc1ccccc1CNC(=O)C[C@H]1CC[C@H](NC(=O)CC2CC2)[C@H](CO)O1	-3.0
CO[C@H]1CN(C)C(=O)c2ccc(NS(=O)(=O)c3cccc(F)c3)cc2OC[C@H](C)NC[C@H]1C	0.0
Cc1noc(C)c1S(=O)(=O)Nc1ccc2c(c1)C(=O)N([C@@H](C)CO)C[C@H](C)[C@@H](CN(C)C(=O)Nc1cccc3ccccc13)O2	-1.0
C[C@H](CO)N1C[C@H](C)[C@@H](CN(C)S(=O)(=O)c2cn(C)cn2)Oc2ccc(N(C)C)cc2CC1=O	-3.3
C[C@H]1CN([C@@H](C)CO)S(=O)(=O)c2ccc(C3=CCCC3)cc2O[C@@H]1CN(C)C(=O)CN(C)C	0.8
CN(C)C(=O)C[C@@H]1C=C[C@@H](NS(=O)(=O)c2ccccc2)[C@H](CO)O1	-2.2
C[C@H](O)C#Cc1ccc2c(c1)O[C@@H](CN(C)C(=O)Cc1ccccn1)[C@@H](C)CN([C@H](C)CO)S2(=O)=O	-1.7
O=C(NCC[C@H]1CC[C@H](NS(=O)(=O)Cc2ccccc2)[C@@H](CO)O1)C1CC1	3.1
N#C[C@H]1[C@@H](c2ccccc2)[C@@H](CO)N1C(=O)Nc1cccc(F)c1	77*
COCC(=O)Nc1ccc2c(c1)C(=O)N(C)[C@@H]1CC[C@H](CC(=O)NC3CCCC3)O[C@H]1CO2	9.5
COc1ccc(-c2ccc3c(c2)[C@@H]2[C@@H](CCN2Cc2ccncc2)[C@@H](CO)N3)cc1	26
Cc1noc(C)c1NC(=O)N(C)C[C@H]1OCCCC[C@H](C)Oc2ccc(NC(=O)NC(C)C)cc2C(=O)N([C@@H](C)CO)C[C@@H]1C	9.6
CN1C(=O)c2cc(NC(=O)C3CCOCC3)ccc2OC[C@@H]2O[C@H](CC(=O)NCCc3ccncc3)CC[C@H]21	-2.9
O=C(C[C@@H]1CC[C@@H]2[C@H](COC[C@H](O)CN2C(=O)c2ccncc2)O1)Nc1ccc(-c2ccccc2)cc1	0.7
C[C@@H]1CN([C@H](C)CO)C(=O)c2cccc(NS(C)(=O)=O)c2O[C@@H]1CN(C)Cc1ccc(C(F)(F)F)cc1	2.0
CO[C@@H]1CN(C)C(=O)c2cc(NC(=O)C3CC3)ccc2OC[C@H](C)N(C)C[C@H]1C	1.2
O=C(NCC[C@@H]1CC[C@H](NC(=O)C2CCC2)[C@@H](CO)O1)c1cnccn1	-0.5
C[C@H]1CN([C@@H](C)CO)C(=O)Cc2cc(NC(=O)Nc3ccccc3)ccc2O[C@@H]1CN(C)C(=O)Nc1ccc(C(F)(F)F)cc1	0.0
COc1ccc(S(=O)(=O)N(C)C[C@H]2Oc3ccc(NC(=O)Cn4cnnn4)cc3C(=O)N([C@@H](C)CO)C[C@H]2C)cc1	-0.1
O=C(C[C@H]1CC[C@@H]2[C@H](COC[C@@H](O)CN2Cc2ccccc2)O1)N[C@H]1CCN(Cc2ccccc2)C1	1.3
CCS(=O)(=O)Nc1ccc2c(c1)C(=O)N(C)[C@@H]1CC[C@H](CC(=O)NCc3ccc(OC)cc3)O[C@H]1CO2	-2.4
C[C@@H]1CN([C@@H](C)CO)S(=O)(=O)c2ccc(-c3ccccc3)cc2O[C@H]1CN(C)C(=O)C1CC1	1.1
C[C@H](CO)N1C[C@H](C)[C@H](CN(C)Cc2ccc(C(=O)O)cc2)Oc2cc(C#CCC3CCCC3)ccc2S1(=O)=O	11
C[C@@H](NC(=O)C[C@@H]1CC[C@H]2[C@@H](COC[C@@H](O)CN2C)O1)c1ccccc1	-1.7
C[C@H]1CN([C@@H](C)CO)C(=O)c2cc(NC(=O)Cc3cn(C)c4ccccc34)ccc2O[C@@H]1CN(C)C(=O)NC1CCCCC1	0.1
CC(C)NC(=O)Nc1ccc2c(c1)C(=O)N([C@@H](C)CO)C[C@H](C)[C@@H](CN(C)S(=O)(=O)c1cn(C)cn1)OCCCC[C@H](C)O2	-2.2
C[C@@H]1CN([C@@H](C)CO)C(=O)c2cc(NC(=O)CCC(F)(F)F)ccc2O[C@H]1CN(C)S(=O)(=O)c1ccccc1	1.1
C[C@H](CO)N1C[C@H](C)[C@H](CN(C)Cc2ccc(C(=O)O)cc2)Oc2ccc(NS(=O)(=O)c3cccs3)cc2CC1=O	1.3
COC(=O)C[C@@H]1CC[C@@H](NS(=O)(=O)c2ccccc2F)[C@H](CO)O1	-0.6
CC(C)NC(=O)Nc1ccc2c(c1)CC(=O)N([C@H](C)CO)C[C@@H](C)[C@@H](CN(C)Cc1ccc(Oc3ccccc3)cc1)O2	-1.3
C[C@H](CO)N1C[C@H](C)[C@H](CN(C)S(=O)(=O)c2cccs2)Oc2c(NC(=O)Nc3ccc4c(c3)OCO4)cccc2C1=O	0.7
CN(C)C(=O)[C@H]1[C@H](CO)[C@H]2Cn3c(ccc(C4=CCCC4)c3=O)[C@H]2N1Cc1ccc2c(c1)OCO2	-1.3
COc1cccc(-c2ccc3n(c2=O)C[C@@H]2[C@@H](CO)[C@H](C(=O)N(C)C)[C@H]3N2C(=O)c2ccccn2)c1	-0.2
COc1ccc(C#Cc2ccc3c(c2)O[C@@H](CN(C)C(=O)c2ccccn2)[C@H](C)CN([C@H](C)CO)S3(=O)=O)cc1	-5.9
C[C@H]1CCCCO[C@@H](CN(C)C(=O)c2ccccc2)[C@@H](C)CN([C@@H](C)CO)C(=O)c2cc(NS(=O)(=O)c3cccs3)ccc2O1	0.2
C/C=C/c1cnc2c(c1)C(=O)N([C@H](C)CO)C[C@H](C)[C@H](CN(C)C(=O)Nc1ccccc1F)O2	1.9
N#C[C@@H]1N[C@H](CO)[C@H]1c1ccc(C#CC2CCCCC2)cc1	0.4
CC(C)NC(=O)N(C)C[C@@H]1Oc2ccc(NS(=O)(=O)c3ccccc3)cc2CC(=O)N([C@H](C)CO)C[C@H]1C	-0.2
COCC#Cc1cnc2c(c1)C(=O)N([C@@H](C)CO)C[C@@H](C)[C@H](CN(C)C(=O)C1CCOCC1)O2	0.6
CCC(=O)N1[C@@H]2Cn3c(ccc(/C=C/c4ccccc4)c3=O)[C@H]1[C@@H](C(=O)N(C)C)[C@@H]2CO	-1.5
CCCNC(=O)N1[C@H](C#N)[C@@H](c2ccc(-c3cccc(OC)c3)cc2)[C@H]1CO	-0.2
Cc1ccc(S(=O)(=O)N(C)C[C@@H]2Oc3ccc(NC(=O)CCC(F)(F)F)cc3CC(=O)N([C@@H](C)CO)C[C@H]2C)cc1	0.3
O=C(N[C@@H]1CC[C@H](CCNS(=O)(=O)Cc2ccccc2)O[C@H]1CO)c1cnccn1	2.2
CCNC(=O)C[C@@H]1CC[C@H]2[C@@H](COc3ccc(NC(=O)Nc4cccc(F)c4)cc3C(=O)N2C)O1	7.1
